High-throughput results as filed in PubChem.
IDH1 mut inh = blocks human IDH1 R132H reductase activity | O75874 | inhibition, % at 10 µM | diaphorase/resazurin fluorescence, 60 min | AID 624101 | hit rate 0.18% among 70,000; in the data active = inhibition above about 34%; inconclusive = no clear call, values can overlap the other calls; inactive = below about 11%;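 also: 0% = DMSO and 100% = no enzyme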
Target sequence (O75874 whole entry R132H): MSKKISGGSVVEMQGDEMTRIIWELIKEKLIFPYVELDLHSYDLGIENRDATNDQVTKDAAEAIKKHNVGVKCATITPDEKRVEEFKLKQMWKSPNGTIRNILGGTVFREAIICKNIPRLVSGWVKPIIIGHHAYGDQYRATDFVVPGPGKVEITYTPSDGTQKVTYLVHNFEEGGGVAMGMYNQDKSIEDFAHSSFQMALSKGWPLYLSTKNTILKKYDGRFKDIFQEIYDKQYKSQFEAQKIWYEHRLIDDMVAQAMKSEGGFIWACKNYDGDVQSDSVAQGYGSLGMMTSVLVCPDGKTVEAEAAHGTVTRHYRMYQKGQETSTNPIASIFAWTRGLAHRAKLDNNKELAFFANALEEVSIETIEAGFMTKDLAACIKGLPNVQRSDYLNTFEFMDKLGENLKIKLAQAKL
PRC2 inh = EZH2 (human) methyltransferase inhibition | Q15910 | PRC2 H3K27 methylation, DELFIA TRF, 1 h | inhibition, % at 12.5 µM | hit rate 0.35% among 57,000;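 active = mean inhibition of replicates at least 50% and every single replicate also reaching 50%; inconclusive = mean inhibition at least 50% but some replicate falls below 50%; inactive = mean inhibition under 50%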;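 also: dimethyl H3K27 on biotinylated H3 21-44 peptide detected by antibody; plate controls were median neutral control wells for no effect and median positive control wells for full effect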
Active calls of the source: *; ? = inconclusive; nt = no result given.

molecule	IDH1 mut inh	PRC2 inh
C[C@@H]1CN([C@H](C)CO)C(=O)c2cc(NS(=O)(=O)c3ccc(F)cc3)ccc2O[C@H]1CN(C)Cc1ccc(C(=O)O)cc1	2.5	nt
CN(C)c1ccc2c(c1)[C@H]1C[C@H](CC(=O)NC3CCCC3)O[C@@H](CO)[C@H]1O2	-3.2	14
C[C@H]1CN([C@@H](C)CO)S(=O)(=O)c2ccc(C3=CCCC3)cc2O[C@H]1CN(C)Cc1cncnc1	1.0	0
COc1ccc(S(=O)(=O)Nc2ccc3c(c2)C(=O)N([C@H](C)CO)C[C@H](C)[C@@H](CN(C)S(=O)(=O)c2ccc(OC)cc2)OCCCC[C@@H](C)O3)cc1	0.2	nt
C[C@H](CO)N1C[C@H](C)[C@H](CN(C)S(=O)(=O)c2ccc(F)cc2)Oc2cc(Br)ccc2S1(=O)=O	-5.6	nt
COc1ccccc1-c1ccc2c(c1)O[C@H](CN(C)Cc1ccc3c(c1)OCO3)[C@@H](C)CN([C@H](C)CO)S2(=O)=O	-3.1	17
C[C@@H]1CN([C@H](C)CO)C(=O)Cc2cc(NS(=O)(=O)c3cn(C)cn3)ccc2O[C@H]1CN(C)Cc1ccc(Oc2ccccc2)cc1	-0.3	nt
COc1ccc(OC)c(S(=O)(=O)N(C)CC(=O)Nc2ccc(F)c(Cl)c2)c1	-0.3	1
COc1cccc(S(=O)(=O)N(C)C[C@H]2Oc3ncc(C#CC(C)C)cc3C(=O)N([C@@H](C)CO)C[C@@H]2C)c1	-4.6	-8
C[C@@H]1CN([C@H](C)CO)C(=O)c2cc(C#Cc3ccccc3F)cnc2O[C@@H]1CN(C)C(=O)C1CCOCC1	0.3	5
C[C@H](CO)N1C[C@H](C)[C@H](CN(C)Cc2ccc(Oc3ccccc3)cc2)Oc2c(NC(=O)C3CCOCC3)cccc2C1=O	-1.2	-8
CCCN(C)C[C@H]1Oc2ncc(C#CC3CC3)cc2C(=O)N([C@H](C)CO)C[C@H]1C	0.0	-29
CC1(C)Cc2c(c(N3CCCC3)nc3sc4c(NCc5ccco5)ncnc4c23)CO1	-0.4	-7
COc1ccc(OC)c(NC(=O)COc2cc(C)c(Br)c(C)c2)c1	0.0	1
C[C@H](CO)N1C[C@H](C)[C@@H](CN(C)Cc2ccccc2)Oc2ccc(NS(=O)(=O)c3ccc(F)cc3)cc2CC1=O	0.1	3
COCC(=O)Nc1ccc2c(c1)C(=O)N(C)C[C@@H](OC)[C@H](C)CN(Cc1cc(-c3ccccc3)on1)[C@H](C)CO2	0.1	2
C=C1CC[C@@H]2C(C)(C)C[C@@H](O)C[C@@]2(C)[C@@H]1CC/C(=C/C(=O)OC)COC(C)=O	0.5	1
COCCNC(=O)C[C@H]1C[C@@H]2c3cc(NC(=O)Nc4ccc(C(F)(F)F)cc4)ccc3O[C@@H]2[C@H](CO)O1	-0.2	-8
CNC[C@@H]1Oc2ncc(C#Cc3ccncc3)cc2C(=O)N([C@H](C)CO)C[C@@H]1C	20	0
C[C@@H]1CN([C@H](C)CO)C(=O)Cc2cc(NC(=O)Nc3cccc4ccccc34)ccc2O[C@H]1CN(C)C(=O)NC1CCCCC1	-3.6	-1
O=C(C[C@H]1C[C@H]2c3cc(NC(=O)NC4CCCCC4)ccc3O[C@H]2[C@@H](CO)O1)NCc1ccccn1	2.0	5
C[C@@H]1CN([C@@H](C)CO)C(=O)c2cccc(NS(=O)(=O)c3ccccc3)c2O[C@@H]1CN(C)S(=O)(=O)c1ccc(F)cc1	-2.8	nt
C[C@@H]1CN([C@@H](C)CO)C(=O)c2cc(/C=C/c3ccccc3)cnc2O[C@@H]1CN(C)C(=O)c1ccccc1	-0.9	-8
CC(C)NC(=O)Nc1ccc2c(c1)CC(=O)N([C@H](C)CO)C[C@H](C)[C@@H](CN(C)C(=O)Nc1cccc3ccccc13)O2	0.2	12
O=C(C[C@H]1CC[C@H](NC(=O)Cc2cccnc2)[C@H](CO)O1)Nc1ccc(-c2ccccc2)cc1	0.1	-15
C[C@@H]1CN([C@@H](C)CO)S(=O)(=O)c2ccc(-c3ccncc3)cc2O[C@H]1CN(C)Cc1cncnc1	-0.3	nt
C[C@@H]1CN([C@@H](C)CO)C(=O)c2cc(NC(=O)Nc3ccc4c(c3)OCO4)ccc2O[C@@H](C)CCCCO[C@H]1CN(C)Cc1ccc(C(F)(F)F)cc1	-0.4	nt
Cc1cccc(C)c1OCC(=O)Nc1ccc(O)cc1C(=O)O	0.1	-16
Cc1cccc(NC(=O)CSc2nc3c(cc2C#N)CCCCC3)c1	0.1	1
Cc1noc(C)c1NC(=O)N[C@@H]1CC[C@H](CC(=O)NCc2ccc(Cl)c(Cl)c2)O[C@H]1CO	0.3	-5
C[C@@H]1CN([C@@H](C)CO)S(=O)(=O)c2ccc(Br)cc2O[C@@H]1CN(C)S(C)(=O)=O	-1.1	0
C[C@@H]1CN([C@H](C)CO)C(=O)c2ccccc2-c2ccccc2CO[C@H]1CN(C)S(=O)(=O)c1cccs1	nt	2
CC(C)CC#Cc1cnc2c(c1)C(=O)N([C@H](C)CO)C[C@@H](C)[C@H](CN(C)C(=O)C1CCCCC1)O2	-0.1	nt
C[C@H]1CN([C@@H](C)CO)C(=O)c2cc(NC(=O)Nc3cccc4ccccc34)ccc2O[C@@H]1CN(C)C(=O)Nc1cccc2ccccc12	2.8	nt
C[C@@H]1CN([C@@H](C)CO)C(=O)c2cc(NC(=O)Cn3cnnn3)ccc2O[C@@H]1CN(C)Cc1ccc(C(=O)Nc2ccccc2N)cc1	nt	-10
CC(C)NC(=O)Nc1ccc2c(c1)C(=O)N([C@H](C)CO)C[C@H](C)[C@H](CN(C)Cc1ccc(Cl)c(Cl)c1)OCCCC[C@H](C)O2	3.5	nt
C/C=C/c1cnc2c(c1)C(=O)N([C@@H](C)CO)C[C@H](C)[C@@H](CN(C)C(=O)Nc1cccc(OC)c1)O2	0.1	nt
COc1ccc(OC)c(NC(=O)CNC(=O)c2ccc(OC)c(OC)c2)c1	-0.5	-1
C[C@H](CO)N1C[C@H](C)[C@@H](CN(C)C(=O)[C@@H](Cc2ccccc2)N(C)C)OCc2ccccc2-c2ccccc2C1=O	-1.3	2
Cc1ccc(S(=O)(=O)Nc2cccc3c2O[C@@H](CN(C)Cc2ccc(C(=O)Nc4ccccc4N)cc2)[C@@H](C)CN([C@@H](C)CO)C3=O)cc1	nt	-23
COc1ccc(S(=O)(=O)N[C@@H]2C=C[C@@H](CC(=O)N3CCc4ccccc4C3)O[C@@H]2CO)cc1	-0.2	-7
C[C@@H]1CN([C@H](C)CO)C(=O)c2cc(-c3cccc(F)c3)cnc2O[C@H]1CN(C)Cc1cccc(F)c1	-1.2	-10
CO[C@H]1CN(C)C(=O)c2cc(NS(=O)(=O)c3cccc(F)c3)ccc2OC[C@@H](C)N(Cc2cc(F)ccc2F)C[C@@H]1C	0.0	12
O=C(C[C@@H]1C=C[C@H](NC(=O)Nc2ccc(C(F)(F)F)cc2)[C@@H](CO)O1)NCCN1CCCC1	-0.1	-7
C[C@@H]1CCCCO[C@H](CN(C)C(=O)CCCN(C)C)[C@@H](C)CN([C@@H](C)CO)C(=O)c2cc(N(C)C)ccc2O1	0.9	-4
COCC#Cc1cnc2c(c1)C(=O)N([C@H](C)CO)C[C@H](C)[C@H](CN(C)Cc1ccc(F)cc1)O2	-0.3	nt
CO[C@@H](CN(C)S(=O)(=O)c1ccc(C)cc1)[C@@H](C)CN(C(=O)Nc1ccccc1F)[C@H](C)CO	-0.5	1
O=C(NCc1ccco1)C1CCCN(S(=O)(=O)c2ccc(F)cc2)C1 (centres undefined)	-0.2	4
Cc1c(-c2ccccc2)oc2c(C(=O)OCCN3CCCCC3)cccc2c1=O	0.4	-3
Cc1noc(C)c1NC(=O)N(C)C[C@H]1Oc2ccc(NC(=O)Nc3ccccc3)cc2C(=O)N([C@H](C)CO)C[C@@H]1C	-0.3	nt
C[C@H](O)C#Cc1cnc2c(c1)C(=O)N([C@H](C)CO)C[C@H](C)[C@H](CN(C)CC1CC1)O2	-0.3	8
CCn1c(SCc2nc(-c3cccs3)no2)nnc1-c1cccs1	2.8	-16
C[C@@H]1CN([C@@H](C)CO)C(=O)Cc2cc(NC(=O)CCCN(C)C)ccc2O[C@H]1CN(C)C	4.0	-5
CCCNC(=O)N(C)C[C@H]1Oc2cc(-c3cccnc3)ccc2S(=O)(=O)N([C@H](C)CO)C[C@@H]1C	-1.3	-7
C[C@@H]1CN([C@H](C)CO)S(=O)(=O)c2ccc(C#Cc3ccncc3)cc2O[C@H]1CN(C)C(=O)c1ccncc1	3.6	-9
COc1cc(C(=O)Nc2ccc(S(=O)(=O)Nc3nccs3)cc2)cc(OC)c1OC	?	0
CO[C@H]1CN(C)C(=O)c2cc(NS(C)(=O)=O)ccc2OC[C@@H](C)N(C(=O)C2CCCCC2)C[C@@H]1C	-0.2	-2
CNC[C@@H]1Oc2cc(C#C[C@H](C)O)ccc2S(=O)(=O)N([C@H](C)CO)C[C@H]1C	-3.1	-16
C[C@@H]1CN([C@H](C)CO)C(=O)c2cc(C3=CCCCC3)cnc2O[C@H]1CN(C)C(=O)C1CCOCC1	7.9	4
CCCC(=O)Nc1ccc2c(c1)C(=O)N(C)C[C@@H](OC)[C@@H](C)CN(S(=O)(=O)c1cn(C)cn1)[C@H](C)CO2	-0.2	6

The list continues.
molecule	IDH1 mut inh	PRC2 inh
C[C@H](CO)N1C[C@H](C)[C@@H](CN(C)Cc2ccncc2)Oc2ccc(NC(=O)Nc3cccc4ccccc34)cc2CC1=O	-12	-11
Cc1noc(C)c1NC(=O)N(C)C[C@H]1Oc2c(NC(=O)Nc3ccccc3)cccc2C(=O)N([C@H](C)CO)C[C@H]1C	0.2	nt
Cc1ccc(S(=O)(=O)N[C@H]2C=C[C@H](CC(=O)NCc3ccncn3)O[C@H]2CO)cc1	0.0	3
COc1ccc(CN(C)C[C@H]2Oc3ccc(NC(=O)Nc4c(C)noc4C)cc3C(=O)N([C@@H](C)CO)C[C@H]2C)cc1	1.1	8
C[C@H](CO)N1C[C@H](C)[C@H](CN(C)Cc2ccc(C(F)(F)F)cc2)Oc2c(NC(=O)c3nc4ccccc4s3)cccc2C1=O	-3.8	nt
C[C@H]1CN([C@@H](C)CO)S(=O)(=O)c2ccc(C3=CCCCC3)cc2O[C@H]1CN(C)CC1CC1	-1.0	-23
C[C@@H]1CN([C@H](C)CO)S(=O)(=O)c2ccc(C#CCN(C)C)cc2O[C@H]1CN(C)S(C)(=O)=O	3.4	-7
O=C(CCSc1nnnn1-c1ccccc1)N1CCOCC1	-0.1	5
C[C@@H]1CN([C@H](C)CO)C(=O)Cc2cc(NC(=O)Nc3ccc4c(c3)OCO4)ccc2O[C@@H]1CN(C)C(=O)NC1CCCCC1	-2.2	nt
CCCNC(=O)N1C[C@H](C)[C@@H](OC)CN(C)C(=O)c2cc(NS(=O)(=O)CC)ccc2OC[C@@H]1C	0.2	-10
O=C(C[C@@H]1CC[C@H](NC(=O)c2ccc3c(c2)OCO3)[C@@H](CO)O1)NCc1ccc(F)cc1	0.2	2
CC(C)C#Cc1cnc2c(c1)C(=O)N([C@@H](C)CO)C[C@H](C)[C@H](CN(C)C(=O)Nc1ccccc1F)O2	-6.7	7
C[C@@H]1CN([C@@H](C)CO)C(=O)Cc2cc(N(C)C)ccc2O[C@@H]1CN(C)C(=O)Nc1ccc(F)cc1	-0.5	nt
C[C@@H]1CN([C@H](C)CO)C(=O)Cc2cc(NC(=O)Nc3ccc(F)cc3)ccc2O[C@H]1CN(C)Cc1ccc(-c2ccccc2)cc1	-0.2	nt
Cc1ccc(S(=O)(=O)Nc2cccc3c2O[C@@H](CN(C)C(=O)Nc2ccc4c(c2)OCO4)[C@H](C)CN([C@@H](C)CO)C3=O)cc1	-6.8	nt
COc1ccc(S(=O)(=O)N(C)C[C@@H]2Oc3c(NS(=O)(=O)c4cccs4)cccc3C(=O)N([C@H](C)CO)C[C@@H]2C)cc1	-2.2	nt
Cc1noc(C)c1S(=O)(=O)N(C)C[C@H]1Oc2ccc(NC(=O)Nc3ccc(C(F)(F)F)cc3)cc2CC(=O)N([C@@H](C)CO)C[C@@H]1C	0.7	nt
Cc1ccc(-c2nn(C)c(=O)c3ccccc23)cc1S(=O)(=O)N1CCN(CCO)CC1	-0.2	nt
COC(=O)C[C@H]1C[C@H]2c3cc(NS(=O)(=O)c4ccccc4)ccc3O[C@H]2[C@H](CO)O1	-0.4	0
C[C@H](CO)N1C[C@H](C)[C@@H](CN(C)C(=O)Nc2cccc3ccccc23)Oc2c(NC(=O)c3cnccn3)cccc2C1=O	0.9	-1
Nc1nc(C(=O)N2CCOCC2)nn1S(=O)(=O)c1ccc(Cl)cc1	-1.1	-28

Structural class: the entries above containing bromine.
molecule	IDH1 mut inh	PRC2 inh
C[C@H](CO)N1C[C@H](C)[C@H](CN(C)S(=O)(=O)c2ccc(F)cc2)Oc2cc(Br)ccc2S1(=O)=O	-5.6	nt
COc1ccc(OC)c(NC(=O)COc2cc(C)c(Br)c(C)c2)c1	0.0	1
C[C@@H]1CN([C@@H](C)CO)S(=O)(=O)c2ccc(Br)cc2O[C@@H]1CN(C)S(C)(=O)=O	-1.1	0

This is a subset, so the mix of outcomes need not match the whole.
